# M4 ag – human M4 muscarinic receptor agonists, primary screen, CHO-K1 cells, Fluo-8 calcium fluorescence | CHO-K1 hM4/Gqi5; vehicle 0%, full acetylcholine response 100% | activation, % at 3 µM | 0.14% of 360,000 active;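 active means activation above the run mean over all test wells plus 3 SD, cut at about 32% in these data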;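 further: peak over basal fluorescence ratio per well then scaled between controls; 0% = DMSO wells and 100% = acetylcholine at EC100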
# Target sequence (P08173 whole entry, looked up): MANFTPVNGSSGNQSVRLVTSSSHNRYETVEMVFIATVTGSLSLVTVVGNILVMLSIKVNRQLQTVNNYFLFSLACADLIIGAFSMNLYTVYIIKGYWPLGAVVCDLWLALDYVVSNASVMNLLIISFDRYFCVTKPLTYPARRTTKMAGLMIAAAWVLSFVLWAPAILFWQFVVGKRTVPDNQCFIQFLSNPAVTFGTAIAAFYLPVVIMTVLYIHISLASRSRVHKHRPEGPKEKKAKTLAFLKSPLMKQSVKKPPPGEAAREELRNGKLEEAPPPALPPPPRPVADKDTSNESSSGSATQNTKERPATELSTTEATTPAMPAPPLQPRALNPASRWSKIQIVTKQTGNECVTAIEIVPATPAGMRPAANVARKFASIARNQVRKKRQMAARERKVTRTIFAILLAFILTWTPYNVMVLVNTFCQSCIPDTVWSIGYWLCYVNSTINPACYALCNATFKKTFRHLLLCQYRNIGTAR
# M1 ag parental – counter-screen for M1 agonists: effect in parental CHO-K1 cells; activation, % at 3 µM; AID 602248, 2012; Fluo-8 calcium fluorescence; scaled to maximal ATP response, vehicle zero; 0.48% of 360,000 active; in the data active means activation above about 15%;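 further: untransfected CHO-K1 host cells lacking M1 receptor as counterscreen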
# CHRM5 agonist – human M5 muscarinic receptor agonists, primary screen, CHO-K1 cells, Fluo-8 calcium fluorescence; Muscarinic acetylcholine receptor M5 (Homo sapiens), P08912; CHO-K1 hM5 cells; 0% DMSO wells, 100% maximal acetylcholine response; activation, % at 3 µM; 0.19% of 360,000 active; AID 624037, 2012;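 active means activation above the run's mean over test compounds plus 3 SD, cut at about 23% in these data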;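 further: signal is peak over basal fluorescence ratio across the kinetic read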
# Target sequence (P08912 whole entry, looked up): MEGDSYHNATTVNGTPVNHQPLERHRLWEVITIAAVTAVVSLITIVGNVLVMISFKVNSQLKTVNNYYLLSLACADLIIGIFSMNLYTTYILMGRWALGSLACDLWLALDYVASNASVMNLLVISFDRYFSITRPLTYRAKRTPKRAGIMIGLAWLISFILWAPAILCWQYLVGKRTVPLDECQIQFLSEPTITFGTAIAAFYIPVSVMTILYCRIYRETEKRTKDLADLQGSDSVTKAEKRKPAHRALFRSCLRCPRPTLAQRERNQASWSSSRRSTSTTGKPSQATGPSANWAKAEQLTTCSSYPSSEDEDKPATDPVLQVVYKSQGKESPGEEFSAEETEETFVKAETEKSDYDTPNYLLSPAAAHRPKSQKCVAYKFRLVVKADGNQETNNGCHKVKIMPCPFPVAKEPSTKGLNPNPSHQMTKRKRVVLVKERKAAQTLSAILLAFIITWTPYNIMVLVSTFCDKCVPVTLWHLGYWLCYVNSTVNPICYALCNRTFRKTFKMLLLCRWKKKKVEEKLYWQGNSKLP
# M4 PAM – human M4 muscarinic receptor positive allosteric modulators, primary screen, CHO-K1 cells, Fluo-8 calcium fluorescence; Muscarinic acetylcholine receptor M4 (Homo sapiens), P08173; CHO-K1 hM4/Gqi5, ACh EC20; 0% = ACh EC20, 100% = maximal ACh; activation, % at 3 µM; 0.4% of 360,000 active; AID 624126, 2012;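 active means activation above its plate's cutoff, the mean activation of sample wells plus 3 SD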; further: some results filed as inactive read as strong as hits
# CHO-K1 Ca antag – nonselective inhibitor or artifact in parental CHO-K1 cells; ATP-induced calcium, Fluo-8 fluorescence; inhibition, % at 3 µM; 0.6% of 360,000 active;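 active means inhibition above a per-plate cutoff, the plate's mean sample inhibition plus 3 SD, cut at about 24% in these data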;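 further: 0% = DMSO plus EC80 ATP and 100% = DMSO alone without ATP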
# CHO-K1 Ca PAM – nonselective calcium activators in parental CHO-K1 cells, primary screen, counter-screen for M1 PAM project, cell-based, Fluo-8 calcium fluorescence, full deck, 1536-well. 0.02% of 360,000 active. activation, % at 3 µM. ATP EC20; 0% at ATP EC20, 100% at ATP max;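 active means activation above the run cutoff, the mean activation of all test compounds plus 3 SD, cut at about 40% in these data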;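 further: peak over basal fluorescence ratio in a 140 s read after ATP addition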
# M5 PAM – human M5 muscarinic receptor positive allosteric modulators, primary screen, CHO-K1 cells, Fluo-8 calcium fluorescence; activation, % at 3 µM; 0.3% of 360,000 active; Muscarinic acetylcholine receptor M5 (Homo sapiens), P08912; CHO-K1 hM5, ACh EC20 PAM; 0% = ACh EC20, 100% = ACh EC100;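 active means activation above the run cutoff, the mean activation of all test compounds plus 3 SD, cut at about 18% in these data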
#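 System: CHO-K1 hM5 cells. Reagent: acetylcholine, EC20 level. Compound dosing: single dose, 3 µM nominal final test concentration. Timing: Post-acetylcholine fluorescence recording 140 s. Detection: Fluo-8 calcium fluorescence. Read-out: % activation, ACh-normalized. Benchmarks: ACh EC20 and EC100 wells. Repeats: singlicate, one well per test compound.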
# M4 antag – human M4 muscarinic receptor antagonists, primary screen, CHO cells, Fluo-8 calcium fluorescence. Muscarinic acetylcholine receptor M4 (Homo sapiens), P08173. CHO-hM4 cells, ACh EC80. inhibition, % at 3 µM. 0.73% of 360,000 active;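 active means inhibition above its plate's cutoff, the mean inhibition of sample wells plus 3 SD, cut at about 27% in these data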;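 further: 0% = acetylcholine EC80 with DMSO and 100% = DMSO without agonist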
# CHRM5 antagonist – human M5 muscarinic receptor antagonists, primary screen, CHO cells, Fluo-8 calcium fluorescence; Muscarinic acetylcholine receptor M5 (Homo sapiens), P08912; CHO-hM5 cells, ACh EC80; inhibition, % at 3 µM; 0.59% of 360,000 active;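 active means inhibition above a per-plate cutoff, the mean of that plate's test compounds plus 3 SD, cut at about 27% in these data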;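 further: 0% = acetylcholine EC80 with DMSO and 100% = DMSO without agonist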
# The depositor's hits bear a star.
SMILES,M4 ag,M1 ag parental,CHRM5 agonist,M4 PAM,CHO-K1 Ca antag,CHO-K1 Ca PAM,M5 PAM,M4 antag,CHRM5 antagonist
CCOC(=O)c1n[nH]n(-c2cc(Cl)cc(Cl)c2)c1=O,0,0.2,2,18,-4,-5,0,0,8
COc1ccccc1N1CCN(C2CCCCC2NS(=O)(=O)c2ccc(Cl)cc2)CC1 (stereo unspecified),6,1.0,-6,-2,2,12,-9,4,22
COc1ccc(OC(=O)/C=C/c2ccc([N+](=O)[O-])cc2)cc1,2,0.2,-4,-1,-11,-15,0,17,3
Cc1cccc(C(=O)OCC(=O)NCc2ccc3c(c2)OCO3)c1C,3,0.3,0,10,-12,-14,7,9,-8
Cc1ccc(C(=O)NCCCN2CCOCC2)cc1S(=O)(=O)N1CCOCC1,1,0.3,3,4,-7,-13,-1,5,10
O=C1CC(=C2c3ccccc3-c3ccccc32)C(=O)N1CCN1CCN(c2cccc(Cl)c2)CC1,0,-0.3,0,2,13,1,4,25,2
C=CCNc1nc2ccccc2c(=O)[nH]1,1,0.9,3,5,-2,17,4,-1,-11
CCOC(=O)c1cnc(-c2ccccc2)nc1N1CCOCC1,2,-0.2,-1,4,-16,7,4,-17,-14
O=C(NCc1ccncc1)C(=O)NCC(c1ccco1)N1CCN(c2ccccc2F)CC1 (stereo unspecified),1,0.7,1,-10,14,-10,-4,6,1
CCN1C(=O)C2(/C(=C(\O)c3ccc4c(c3)OCCO4)C(=O)C(=O)N2CCCOC)c2ccccc21 (stereo unspecified),0,-0.4,2,5,10,13,3,5,-2
O=C(Nc1ccc(C(=O)N2CCCC2)cc1)Nc1ccc(Cl)cc1Cl,0,0.6,0,8,-5,10,3,-6,0
CC1CCc2sc3nc(NCc4ccco4)n4ncnc4c3c2C1 (stereo unspecified),0,0.0,3,17,3,-5,5,2,-8
O=C(COC(=O)c1cc(S(=O)(=O)N2CCOCC2)ccc1O)Nc1cc(S(=O)(=O)N2CCCC2)ccc1Cl,0,1.6,-1,12,-11,13,1,-4,2
O=C(CC(c1ccccc1)c1ccccc1)OCn1nnc2ccccc2c1=O,3,1.4,0,-1,-14,10,-3,-2,-1
Cc1cccc(NC(=O)CSc2ccc(-c3cccs3)nn2)c1C,0,2.4,-2,3,-19,30,-5,-11,-4
COc1ccccc1/C=C/C=N/NC(=O)CN1CCN(Cc2ccccc2)CC1,0,0.2,-6,-4,4,-14,-1,-4,7
COc1ccccc1CNC(=O)Cn1ccsc1=N,0,0.6,-5,-1,-3,9,-6,11,11
COc1cc(C2=NOC(C(=O)NC3CCCCC3)C2)cc(OC)c1OC (stereo unspecified),1,2.0,2,2,1,11,0,-9,-15
Cc1cc2nc(-c3ccc(F)cc3)c(Cc3ccccc3)n2c(C)c1Br,0,0.1,-1,-10,15,1,-8,-11,2
CN(C(=O)CC1C(=O)NCCN1C/C=C/c1ccccc1)C1CCOCC1 (stereo unspecified),1,0.2,1,12,-1,10,15,-9,-5
CCOc1ccc(/C=C/C(=O)C(C(N)=O)=C2SCCS2)cc1,3,1.0,0,-3,-3,13,-7,4,9
COc1ccccc1-c1ccc(SCC(=O)NCc2ccc3c(c2)OCO3)nn1,1,0.6,1,1,-2,2,9,-1,6
N#Cc1cc(N2CCCCC2)c([N+](=O)[O-])cc1C#N,1,-0.1,-2,10,0,18,5,2,-12
Cc1cc(C)cc(N(CC(=O)N2CCC(C)CC2)S(=O)(=O)c2ccccc2)c1,1,0.9,-3,4,-3,-4,4,9,-1
CCn1c(=O)n(CC)c2cc(N3CCCC3)c(NC(=O)c3cc(Cl)ccc3OC)cc21,1,-0.4,-2,1,0,0,0,-11,-2
CN(C)C(=O)c1ccc2c3c(cccc13)CC2,0,-0.4,-2,3,14,13,-1,1,1
O=C(CSCc1cccc(F)c1)N1CCN(c2ccccc2)CC1,3,2.1,0,9,-3,5,-3,-8,-3
CCn1ncc(Br)c1C(=O)Nc1cc(C(=O)OC)ccc1C(=O)OC,0,0.2,2,-4,1,0,-2,17,1
CCOc1ccc(N(CC(=O)NC2CCCC2)C(=O)c2ccc(C)s2)cc1,-1,0.2,-4,4,-13,17,0,-13,-1
CC(C)(C)NC(=O)NC(=O)CSc1nnc2ccccn12,1,0.2,-3,12,-14,11,2,-9,-4
Cc1c(S(=O)(=O)N2CCN(c3ccccc3)CC2)c(=O)n(C)c(=O)n1C,1,-0.2,0,13,-2,16,10,5,-6
CCCCCCCCOC(=O)c1nc(Cl)c(Cl)c(N)c1Cl,0,0.4,-3,-4,-4,9,-6,-6,3
C=CCN1C(=O)N(/C=C/C)c2cccc3cccc1c23,-1,-0.4,-6,-1,8,-1,1,1,-2
Cc1ccc(-c2nnc(NC(=O)c3ccc([N+](=O)[O-])o3)o2)c(C)c1,0,0.9,-1,1,-11,8,2,7,4
O=c1cc[nH]c2ccc([N+](=O)[O-])cc12,1,0.7,2,-1,-3,15,9,-5,1
COc1ccc(Cn2c(C)nc3c(c2=O)c2nc4ccccc4nc2n3Cc2ccco2)cc1,1,0.3,-3,-16,-3,-7,2,7,6
CC(C)N1CCC(=NNc2ccc(S(=O)(=O)N3CCOCC3)cc2[N+](=O)[O-])CC1,-1,0.0,-3,3,-7,9,-3,-2,7
O=C(O)C(Cc1ccccc1)N1C(=O)C=CC1=O (stereo unspecified),0,1.4,2,-2,-5,15,0,0,-1
O=C(CS(=O)(=O)Cc1ccccc1)Nc1ccc(S(=O)(=O)N2CCOCC2)cc1,1,1.4,1,-3,-2,20,-2,2,-4
Cn1cccc1CC(=O)NNC(=S)Nc1ccc(Cl)cc1,1,1.1,0,5,2,17,1,-3,7

# One compound at a time, from the list above. Screens in order: M4 ag, M1 ag parental, CHRM5 agonist, M4 PAM, CHO-K1 Ca antag, CHO-K1 Ca PAM, M5 PAM, M4 antag, CHRM5 antagonist
# `CC(C)(C)NC(=O)NC(=O)CSc1nnc2ccccn12` as listed: 1, 0.2, -3, 12, -14, 11, 2, -9, -4
# `O=c1cc[nH]c2ccc([N+](=O)[O-])cc12` as listed: 1, 0.7, 2, -1, -3, 15, 9, -5, 1
# `Cc1ccc(-c2nnc(NC(=O)c3ccc([N+](=O)[O-])o3)o2)c(C)c1` as listed: 0, 0.9, -1, 1, -11, 8, 2, 7, 4

# Next section
SMILES,M4 ag,M1 ag parental,CHRM5 agonist,M4 PAM,CHO-K1 Ca antag,CHO-K1 Ca PAM,M5 PAM,M4 antag,CHRM5 antagonist
OC1CCCN(C(=S)NCc2ccccc2)C1 (stereo unspecified),0,7.1,3,4,-19,22,5,-7,5
O=C(NCC(c1cccnc1)N1CCOCC1)C1CCCCC1 (stereo unspecified),0,0.1,2,-11,-2,11,0,5,1
Cc1cc(C)n(CC2CC(=O)N(c3ccc(Cl)cc3)C2=O)n1 (stereo unspecified),2,0.2,2,3,0,-13,2,3,2
CCC/C(C#CCCN1C(=O)c2ccccc2C1=O)=C1/c2ccccc2C(=O)N1c1ccccc1,17,3.7,0,-8,-21,19,-16,8,13
CCOc1ccccc1C(=O)N[C@H](C(=O)NNC(=O)c1cccs1)C(C)C,0,-0.1,2,2,-7,12,9,3,11
COc1ccccc1NS(=O)(=O)c1ccc(NC(=O)CCNC(=O)c2ccco2)cc1,3,0.5,2,-5,-10,14,-5,-3,3
COc1ccc(/C=C(\C#N)C(=O)N2COCC2(C)C)cc1,2,0.7,0,-5,-1,-12,-3,8,4
O=C(CN1CCN(Cc2ccccc2Cl)C1=O)NCC1CCCO1 (stereo unspecified),5,0.4,1,11,1,15,0,-7,-1
Cn1c(SCc2ccc(F)cc2)nnc1-c1ccncc1,1,2.3,-4,3,-11,8,-4,2,9
CCn1c(=S)[nH]c2c(=O)n(C)c(=O)n(C)c21,0,0.0,2,2,0,-12,4,-4,5
COc1ccc(S(=O)(=O)N2CC(O)C[C@H]2C(=O)OCC(=O)N2CCCCCC2)cc1 (stereo partly specified),0,-0.5,4,6,11,-19,8,-10,7
Cc1occc1C(=O)Nc1cccnc1,1,0.6,0,-1,-11,15,3,-1,1
Cc1nnc(SCC(=O)NC2CCCCC2)s1,1,0.7,-4,6,-2,25,2,1,0
O=C(O)CSc1nccc2ccccc12,1,0.2,-1,12,-3,9,-2,-5,-7
Cc1ccccc1NC(=O)Nc1ccc2c(c1)OCO2,1,0.6,-5,-4,-9,0,-8,0,23
CC12CCC(C(=O)N/N=C/c3ccc(O)cc3)(OC1=O)C2(C)C (stereo unspecified),2,0.8,4,-2,-9,7,-4,-7,8
COc1ccc(C2/C(=C(/O)c3ccccc3)C(=O)C(=O)N2c2ccccn2)cc1 (stereo unspecified),0,-0.2,-6,-5,18,-21,-2,-5,12
O=C(c1ccco1)N1CCN(C(=O)c2ccccc2OCc2ccc(Cl)cc2)CC1,3,0.8,-1,-6,1,7,1,-1,-2
FC(F)Oc1ccc(NC(=S)N2CCN(Cc3ccccc3)CC2)cc1,5,4.6,4,1,-5,0,-3,-8,6
CC(C)(C)n1nnnc1C(c1ccncc1)N1CCN(c2ccc(O)cc2)CC1 (stereo unspecified),1,0.0,0,3,-22,16,6,-11,0
Cc1ccc(SCC(=O)c2cc(C)c(OC(=S)N(C)C)c(C)c2)cc1,2,1.4,-3,-4,6,9,-11,10,11
COc1ccc(C(CC(=O)c2ccccc2)CC(=O)c2ccccc2)cc1,6,1.9,-5,-2,1,3,-4,-26,-1
CC1(C)CC(=O)C2=C(C1)Oc1ncn(CCO)c(=N)c1C2c1ccccc1 (stereo unspecified),0,0.8,-3,6,-16,21,-2,3,2
Cc1cccc(C)c1NS(=O)(=O)c1ccc2c(c1)C(=O)c1ccccc1C2=O,0,0.2,1,10,-4,17,-3,0,7
O=C1C2CCCN2C(c2cccc(F)c2)N1c1cccc(Cl)c1 (stereo unspecified),0,0.1,-2,2,0,13,1,2,-3
Cc1cc(C)cc(C(=O)NCC(=O)N2CCN(c3cccc(Cl)c3)CC2)c1,6,1.0,-4,-1,-13,1,-3,-7,-1
O=C(COc1ccccc1)OCc1cc2ccccc2[nH]c1=O,5,1.3,3,-1,-13,2,0,-8,-1
COc1ccccc1NS(=O)(=O)c1cc(C(=O)NCCC(C)C)ccc1F,4,3.0,3,-1,1,6,4,-7,5
Cc1cc(C)cc(OCCCCn2cncn2)c1,0,0.5,-1,-1,-3,12,3,16,-5
Cn1nc(C(F)(F)F)c(/C=N/OC(=O)c2ccccc2Cl)c1SCc1ccc(Cl)cc1,-1,0.5,-7,-28,-8,22,-9,19,-7
COc1cc(NS(=O)(=O)c2ccc(Cl)cc2)c(C(=O)O)cc1OC,0,-0.3,-2,3,18,-9,1,5,-4
C=CCn1c(SCC(=O)NC(=O)c2cccc([N+](=O)[O-])c2)nnc1-c1ccccc1,1,-0.3,-1,15,4,-3,-1,-4,5

# 2 compounds picked at random from those above, as already listed:
SMILES,M4 ag,M1 ag parental,CHRM5 agonist,M4 PAM,CHO-K1 Ca antag,CHO-K1 Ca PAM,M5 PAM,M4 antag,CHRM5 antagonist
Cc1cccc(C)c1NS(=O)(=O)c1ccc2c(c1)C(=O)c1ccccc1C2=O,0,0.2,1,10,-4,17,-3,0,7
Cc1cc(C)cc(OCCCCn2cncn2)c1,0,0.5,-1,-1,-3,12,3,16,-5
